CAL PDZ FP-1: blocks peptide binding to human CAL PDZ domain. Q9HD26. purified CAL PDZ, TMR-peptide fluorescence polarization, 1 h. inhibition, % at 20 µM. hit rate 0.02% among 330,000. AID 504414;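 active = highest replicate inhibition of at least 40%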;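 also: plate controls were DMSO neutral control wells for no effect and unlabeled competitor peptide control wells for full effect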
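material = purified tagged CAL PDZ domain construct (CerCALP) | compound dosing = 20 µM, one dose | times = 1 h at RT | measured by = fluorescence polarization from S- and P-plane intensities, G-factor corrected | read-out = inhibition from polarization loss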
Arrestin-AP2 inh: blocks beta-arrestin peptide binding to AP2 adaptin. inhibition, % at 10 µM. FITC-arrestin peptide / GST-AP2 beads, flow cytometry; AP2 beta2 appendage carries R879A mutation. hit rate 0.31% among 340,000. AID 504490;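 active = inhibition above a set limit, near 3 SD of compounds lacking own fluorescence, cut at about 54% in these data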;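 also: plate controls were DMSO wells for no effect and 5 µM unlabelled arrestin peptide for full effect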
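Material – AP2 appendage R879A on GSH beads · Buffer or medium – PBS with 0.05% Tween 20 and 0.1% BSA · Probe or stimulus – fluorescein-tagged arrestin peptide at 50 nM final · Incubation – compound with beads 12 min RT, then probe 1 h RT · Detection – high-throughput flow cytometry of beads, ex 488, em 535 nm · Evaluation – percent response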
Keap1 Nrf2 FP: inhibitors of human Keap1-Nrf2 protein-protein interaction. Q14145. Keap1 Kelch-Nrf2 peptide fluorescence polarization, 1536-well. inhibition, % at 9.4 µM. hit rate 0.15% among 340,000. AID 504523; in the data active = inhibition above about 12%;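 also: human Keap1 Kelch domain with fluorescein labeled Nrf2 9mer peptide probe; 0% = neutral control wells and 100% = peptide positive control; higher means more block of Keap1 binding to Nrf2 peptide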
LANA DNA inh: KSHV C-LANA DNA binding inhibition. hit rate 0.078% among 340,000. MBP-C-LANA/FAM-LBS DNA binding, fluorescence polarization. inhibition, % at 9 µM;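 active = highest replicate inhibition at or above 60% at 9 µM, even if other replicates fall short; inactive = all replicates below 60% inhibition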;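 also: 0% = neutral control wells and 100% = 4 µM acridine orange control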
DAGLB inhibitor: diacylglycerol lipase beta (human) inhibition; Q8NCG7; HEK293T DAGLB membrane lysate, EnzChek fluorogenic substrate; inhibition, % at 5.17 µM; hit rate 0.059% among 340,000; AID 504411; in the data active = inhibition above about 34%;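 also: 0% = enzyme with vehicle and 100% = wells lacking enzyme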
Target sequence (Q8NCG7 whole entry, looked up): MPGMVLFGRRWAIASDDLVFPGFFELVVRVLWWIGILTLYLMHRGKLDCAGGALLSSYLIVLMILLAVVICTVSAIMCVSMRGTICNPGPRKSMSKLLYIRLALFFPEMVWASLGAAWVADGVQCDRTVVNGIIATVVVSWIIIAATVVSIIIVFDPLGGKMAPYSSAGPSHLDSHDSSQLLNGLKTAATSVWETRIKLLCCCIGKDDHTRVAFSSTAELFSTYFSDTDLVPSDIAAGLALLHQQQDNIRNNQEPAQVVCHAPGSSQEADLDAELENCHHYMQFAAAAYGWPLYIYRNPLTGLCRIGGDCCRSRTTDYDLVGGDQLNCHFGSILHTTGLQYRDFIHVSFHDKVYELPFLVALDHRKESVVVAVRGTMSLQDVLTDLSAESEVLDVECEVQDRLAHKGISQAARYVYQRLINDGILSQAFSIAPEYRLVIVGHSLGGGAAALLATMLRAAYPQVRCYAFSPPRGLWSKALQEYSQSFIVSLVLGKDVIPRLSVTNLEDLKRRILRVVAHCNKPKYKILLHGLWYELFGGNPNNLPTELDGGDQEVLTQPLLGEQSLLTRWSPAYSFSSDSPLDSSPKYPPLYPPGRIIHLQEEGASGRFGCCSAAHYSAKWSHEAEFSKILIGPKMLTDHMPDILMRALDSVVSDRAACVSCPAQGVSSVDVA
NSD2 HMT inh: NSD2 (human) methyltransferase inhibition | O96028 | NSD2 peptide methylation, AlphaScreen, 120 min | inhibition, % at 12.5 µM | hit rate 0.54% among 310,000 | AID 743445; in the data active = inhibition above about 50%
CAL PDZ FP-2: blocks peptide binding to the human CAL PDZ domain. hit rate 0.92% among 300,000. AID 602252. inhibition, % at 24.9 µM. Q9HD26. purified CAL PDZ, TMR-peptide fluorescence polarization, 1 h;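 active = mean inhibition of at least 30% with at least half of replicates also reaching 30%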;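 also: 0% = DMSO neutral control and 100% = excess unlabeled competitor peptide PRC23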
DSG3 Ab inh: human desmoglein-3 autoantibody binding inhibition. binding (percent of control), % at 10 µM. AID 588358. DSG3-coupled beads, scFv-anti-DSG3-GFP binding, flow cytometry; stronger effect = lower value. P32926. hit rate 0.48% among 310,000;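 active = binding more than 3 SD below its plate's average and above zero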;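 also: hits lower antibody fragment binding to DSG3; some compounds called inactive have numbers as strong as hits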
RTF Ca sens inh: cardiac RTF calcium desensitization. P19429+P45379. IANBD-labeled cardiac RTF, Ca2+ fluorescence. inhibition, % at 7.15 µM. hit rate 0.12% among 340,000. AID 493244;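 active = inhibition above the mean inhibition of all tested compounds plus 3 SD, cut at about 17% in these data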;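 also: assay run at fixed EC70 calcium of 1.6 mM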
V-ATPase pHluor: regulators of yeast V-ATPase proton transport; AID 504577; hit rate 0.37% among 350,000; S. cerevisiae, pHLuorin cytosolic pH fluorescence; response, % at 10 µM; in the data active = response mostly above about 7.3%, no sharp cut-off; inactive = mostly below about 5.4%; also: actives read high; inactives centre near 0; some compounds called inactive have numbers as strong as hits; reference of the scale not given here
* = called active by the depositor; . = not tested or not shown. The list is partial. The share of hits here may be higher or lower than overall.

SMILES	CAL PDZ FP-1	Arrestin-AP2 inh	Keap1 Nrf2 FP	LANA DNA inh	DAGLB inhibitor	NSD2 HMT inh	CAL PDZ FP-2	DSG3 Ab inh	RTF Ca sens inh	V-ATPase pHluor
Cc1ccc(CNC(=O)CSc2nc3ccsc3c(=O)n2NC(=O)c2ccccc2)cc1	-0.4	-7	-6	2.0	4	0	-4	92	-4	0
COc1ccccc1N1CCN(C2CCCN(C(=O)CCc3ccccn3)C2)CC1 (stereo not given)	0.5	10	2	-0.7	2	1	-7	101	-14	6
O=C(CCc1nnc(Cc2c[nH]c3ccccc23)o1)NC1CCCC1	-0.9	7	1	-0.7	1	.	0	101	-4	2
Cc1nc2c(nnn2Cc2ccccc2)c(=O)n1-c1ccccc1	.	-1	-6	-1.8	-3	2	-6	66	-3	-1
CCC(=O)N1CCN(c2ccccc2NC(=O)c2ccc([N+](=O)[O-])o2)CC1	-0.9	2	-8	0.7	-1	-8	2	91	5	-2
O=S(=O)(NCCC1=CCCCC1)c1c(Cl)cccc1Cl	-2.6	6	0	0.6	-4	-2	-5	107	-5	4
COC(=O)c1sc2nc(N3CCCCC3)c3c(c2c1N)CCCC3	-0.5	1	2	3.4	-6	0	0	92	2	-1
COc1ccc(N2C(=O)NC(NC(=O)c3ccncc3)(C(F)(F)F)C2=O)cc1 (stereo not given)	1.8	-3	-9	1.1	2	-1	.	110	-3	-4
O=C1C2C3C=CC(C3)C2C(=O)N1/N=C/c1ccc(-c2ccccc2[N+](=O)[O-])o1 (stereo not given)	-0.3	29	-2	-0.4	-1	3	9	97	-10	-3
Cc1nn(-c2ccccc2)c2[nH]c(=O)cc(C(F)F)c12	-0.1	1	0	-0.8	0	-3	.	99	-11	6
CCCn1c(CCNc2nc(-c3ccc(OC)cc3)cs2)nc2ccccc21	0.0	4	-4	0.1	1	.	0	106	-23	0
COc1cccc(-n2nnc3c(=O)n(Cc4ccccc4F)cnc32)c1	-1.6	-1	-2	-0.9	-2	-3	-1	101	-4	0
CCN(CC)c1nc(OC)nc(-n2nnc(C(C)=O)c2C)n1	-0.1	30	-2	2.2	-3	1	-1	102	-9	-3
Cc1noc(C)c1C(=O)OCC(=O)/C=C1\N(C)c2ccccc2C1(C)C	-0.1	7	4	0.3	-4	26	.	101	-2	-1
CCCCCSc1nc(N2CCOCC2)c2c(c1C#N)CC(C)(C)OC2	-0.4	-7	2	0.0	-5	2	3	73	-10	2

Two compounds from above with just DSG3 Ab inh and NSD2 HMT inh:
canonical_smiles,DSG3 Ab inh,NSD2 HMT inh
COc1cccc(-n2nnc3c(=O)n(Cc4ccccc4F)cnc32)c1,101,-3
CCN(CC)c1nc(OC)nc(-n2nnc(C(C)=O)c2C)n1,102,1

(continued)
SMILES	CAL PDZ FP-1	Arrestin-AP2 inh	Keap1 Nrf2 FP	LANA DNA inh	DAGLB inhibitor	NSD2 HMT inh	CAL PDZ FP-2	DSG3 Ab inh	RTF Ca sens inh	V-ATPase pHluor
CCn1c(=NC(=O)CS(=O)(=O)c2ccc(F)cc2)sc2cccc(OC)c21	-1.2	29	-9	0.1	-4	1	2	101	0	-11
O=C1CCC([N+](=O)[O-])C(c2ccccc2Br)N1 (stereo not given)	-0.5	9	-3	0.8	0	-3	-3	114	0	0
O=C(C1CCCN(c2ncnc3c2nc2n3CCCCC2)C1)N1CCCCC1 (stereo not given)	-1.8	-10	-1	2.0	-2	-2	-3	94	2	6
Cc1nn(C)c(C)c1NC(=O)CSc1nc(Cc2ccccc2)nc2c1cnn2-c1ccccc1	-1.9	-9	0	-1.2	1	-1	-7	120	-2	7
O=S(=O)(c1ccc(F)cc1)c1nc(-c2ccco2)oc1Nc1ccc(F)cc1	-1.9	3	-3	-1.3	-4	-1	-2	103	-4	-5
Cc1ccccc1NC(=O)c1nc[nH]c1C(=O)NCc1ccccc1	-3.1	6	-1	0.4	-3	-2	-1	98	-10	1
O=C(c1cccc(S(=O)(=O)NCc2ccccc2)c1)N1CCN(c2cccc(C(F)(F)F)c2)CC1	0.2	-14	0	0.2	0	-1	-3	104	1	0
O=C(Nc1ccccc1)NC1(C(=O)NCCCN2CCOCC2)CCCCC1	-3.6	-2	0	0.0	0	3	-5	101	-4	-3
Cc1cc(NC(=O)Nc2cccc(Cl)c2)n(-c2ccccn2)n1	-5.0	23	-1	-0.6	-4	.	4	.	1	-83
COc1ccc(NC(=S)NC2CCCCC2)cn1	20	-4	-1	1.2	1	-1	-4	.	-5	-5
COCCNC(=O)c1ccc(NC(=O)C2(c3ccccc3)CCCC2)cc1	0.2	17	1	-1.1	-1	-2	-7	.	1	-5
CC1(C)Cc2cccc(OCC(=O)Nc3ccccc3F)c2O1	-0.9	-12	-4	-1.9	-13	-1	0	112	-4	-5
O=C(O)CCC(=O)N1N=C(c2ccccc2)CC1c1ccc(Br)cc1 (stereo not given)	-0.3	-6	0	-0.4	1	-5	7	98	-6	1
COc1ccc2[nH]c3c(c2c1)CN(C)CC3	0.9	9	-1	-3.1	-1	11	-1	102	-3	-2
COc1ccc(C(=O)c2ccc(CC(=O)O)s2)cc1	-1.8	3	-1	0.0	-1	-5	-1	101	5	0
COc1ccc(NS(=O)(=O)c2cc(OC)ccc2NC(=O)c2cc(C)oc2C)cc1	-2.8	-1	-2	-1.0	1	0	-2	101	-1	3
CCCCCCC(=O)Nc1ccc(C(=O)N2CCCC2)cc1	-2.2	-3	0	-2.5	0	-1	4	101	-4	4
O=C(c1ccc([N+](=O)[O-])cc1)c1cc2ccc(O)cc2oc1=O	-1.2	0	-1	1.3	2	5	-2	99	-7	-1
CC(=O)c1ccc(NC2CC(O)C(O)CO2)cc1 (stereo not given)	-1.0	18	-3	-1.3	0	0	-2	.	2	-2
CC(C)N1CCSC1=S	0.0	0	4	4.1	-1	0	-4	115	3	0
CC(NS(=O)(=O)c1ccc(F)cc1)C(c1cccs1)N1CCN(C)CC1 (stereo not given)	1.0	3	3	0.8	0	12	-2	101	-6	-3
CCN(C(=O)CSc1cc(C)c2ccccc2n1)C1CCS(=O)(=O)C1 (stereo not given)	-0.8	15	-2	1.4	-1	-4	13	104	-4	1
CCOc1ccc(-c2nn[nH]n2)cc1	-0.6	7	-2	-1.8	1	2	-2	83	-2	-3
CCN(C(=O)COC(=O)c1ccc2ccccc2n1)c1c(N)n(Cc2ccccc2)c(=O)[nH]c1=O	-1.8	18	-10	-1.9	3	-2	-4	106	-22	-2
CC(C)(C)c1ccc(C(=O)Nc2cccc3ncccc23)cc1	-1.7	16	5	23	-4	2	-3	196	-28	-5
O=C(CSc1nnc(Cc2ccccc2)o1)Nc1ccccc1	-2.6	-12	-2	-0.2	-1	8	-4	127	-1	-2
O=C(NCCCN1CCOCC1)c1ccc(CNS(=O)(=O)c2ccc(Br)cc2)cc1	-0.7	-10	0	-2.1	-1	.	-2	103	-6	2
CCOc1ccc(CCNC(=O)c2cccc(NC3=NC4CS(=O)(=O)CC4S3)c2)cc1 (stereo not given)	-0.8	0	6	1.9	-2	.	.	82	-3	-3
Cc1ccccc1C(=O)NCC(=O)OCC(=O)NC(C)C1CC2CCC1C2 (stereo not given)	-0.9	1	-6	-5.3	1	-2	18	.	-5	0
O=C(CNC(=O)N1CC(=O)Nc2ccccc21)Nc1cc(Cl)ccc1Cl	-1.8	-2	-1	-1.0	4	3	0	92	-1	0
Cc1cc[n+](-c2[nH]c(=O)sc2/C=N/N=C(\[O-])c2ccccc2)cc1	0.0	11	0	3.1	.	1	.	93	.	-1
O=C(Cc1ccccc1F)Nc1nc(-c2cccnc2)cs1	-11	-22	-6	1.8	10	1	-4	96	-12	-2
CCC(C)NC(=O)N[C@@H](Cc1ccccc1)C(=O)O (stereo not given in full)	-0.4	11	-6	0.2	-2	2	-3	100	-9	-7
COc1ccc(N2CCN(C(=O)Nc3cccc(C(F)(F)F)c3)CC2)cc1	-2.1	1	0	-2.1	1	1	-1	76	-6	6
CNC(=S)Nc1sc2c(c1C(=O)OC)CCC2	-0.6	10	0	-1.0	1	-2	-1	100	-15	1
CCC(C)(C)NC(=O)C(c1ccc(O)cc1)N(C(=O)Cn1nnc2ccccc21)c1ccc(NC(C)=O)cc1 (stereo not given)	-0.5	3	-3	-3.8	-3	-2	3	95	3	1
O=C(Cc1cccc2ccccc12)N/N=C/c1ccc(Sc2nc3ccccc3s2)o1	-0.9	2	-9	1.5	-3	1	-4	94	-13	3
Cc1cccc(N2CCN(C(=O)C3CCN(S(=O)(=O)c4cccc5cccnc45)CC3)CC2C)c1 (stereo not given)	1.1	0	1	-0.5	1	.	-2	116	-8	3
Cc1c(OCC(=O)N2CCC(C(=O)O)CC2)ccc2c3c(c(=O)oc12)CCC3	-2.1	-1	3	2.1	-2	.	6	100	1	2
Cc1cccc(CN2C(=O)N/C(=C/c3cc(C)n(-c4ccccn4)c3C)C2=O)c1	-0.4	12	-7	-2.4	6	2	-1	109	-3	-1
CC(NCc1ccc2c(c1)OCO2)C(=O)N1CCc2ccccc21 (stereo not given)	0.5	-4	-1	1.3	-2	0	1	.	11	5
COc1cccc(/C=C2\CCc3ccccc3C2=O)c1	-1.0	30	2	2.0	-15	0	-4	86	3	-2
Cc1ccc(-n2nc(C)c3cc(C(=O)O)sc32)cc1	-4.7	6	-6	1.3	0	-3	-9	105	-5	2
CCOC(=O)Nc1cc(C)ccc1OC	-3.1	11	5	1.0	0	26	-3	93	-2	5
CC1CCCN(CCC(=O)Nc2ccc(F)c(F)c2)C1 (stereo not given)	-1.0	-4	0	-3.0	5	12	.	96	-4	-3
COc1ccc(CN2CN(C(C)C)CSC2=S)cc1	-0.4	8	2	-1.2	3	1	-4	98	-3	4
Cc1ccc(NC(=O)COc2cccnc2[N+](=O)[O-])cc1S(=O)(=O)N1CCCCC1	-1.3	-3	4	0.2	-3	1	1	.	4	57*
CSC(=S)N/N=C/c1ccc(Br)cc1	-0.4	.	-2	-0.1	-3	-1	4	101	-14	2
CN(C)S(=O)(=O)c1cccc(NC(=O)c2cccc(NS(=O)(=O)c3ccccc3)c2)c1	-2.6	0	-4	0.3	-1	1	-3	101	-7	-1
O=C(Nc1ccc(Br)cc1F)C1CCN(c2nnc(-n3cccc3)s2)CC1	0.6	0	-2	2.2	2	.	.	102	-8	-1

Entries above that have a CF3 group, in the order listed:
SMILES	CAL PDZ FP-1	Arrestin-AP2 inh	Keap1 Nrf2 FP	LANA DNA inh	DAGLB inhibitor	NSD2 HMT inh	CAL PDZ FP-2	DSG3 Ab inh	RTF Ca sens inh	V-ATPase pHluor
COc1ccc(N2C(=O)NC(NC(=O)c3ccncc3)(C(F)(F)F)C2=O)cc1 (stereo not given)	1.8	-3	-9	1.1	2	-1	.	110	-3	-4
O=C(c1cccc(S(=O)(=O)NCc2ccccc2)c1)N1CCN(c2cccc(C(F)(F)F)c2)CC1	0.2	-14	0	0.2	0	-1	-3	104	1	0
COc1ccc(N2CCN(C(=O)Nc3cccc(C(F)(F)F)c3)CC2)cc1	-2.1	1	0	-2.1	1	1	-1	76	-6	6

Screening results deposited in PubChem by several laboratories.
